From PubChem
697 NFkB inh – inhibitors of the PMA/ionomycin-induced NF-kB reporter in 697 B cells | inhibition, % at 4 µM | 697 B-cell NF-kB luciferase reporter, 16 h | 0.33% of 330,000 active | AID 435022; in the data active = inhibition above about 35%
UBC13 polyUb – inhibitors of human UBC13 polyubiquitin chain formation; P61088; TR-FRET; inhibition, % at 20 µM; 0.47% of 330,000 active; in the data active = inhibition above about 45%, passing the limit was not always enough
Target sequence (P61088 whole entry, looked up): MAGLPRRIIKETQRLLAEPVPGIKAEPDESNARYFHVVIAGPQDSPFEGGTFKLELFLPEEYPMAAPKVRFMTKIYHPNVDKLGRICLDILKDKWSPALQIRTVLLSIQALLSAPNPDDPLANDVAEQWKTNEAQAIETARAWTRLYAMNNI
Apaf-1 inh – blocks human Apaf-1 apoptosome activity; inhibition, % at 20 µM; reconstituted apoptosome caspase-3 activity, DEVD-Rh110 fluorescence; O14727; 0.71% of 330,000 active; active = inhibition of at least 40% at 20 µM;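 note: plate controls were DMSO wells for no effect and DEVD-CHO caspase inhibitor wells for full effect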
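detection = Rh110 fluorescence intensity | test system = biochemical Apaf-1 apoptosome reconstitution | also added = cytochrome c and DEVD-Rh110 substrate | schedule = 30 min plus 50 min, RT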
SENP8 block – SENP8 protease inhibition; Q96LD8; purified SENP8, Z-RLRGG-aminoluciferin cleavage, luminescence; inhibition, % at 10 µM; 1.2% of 330,000 active
Target sequence (Q96LD8 whole entry, looked up): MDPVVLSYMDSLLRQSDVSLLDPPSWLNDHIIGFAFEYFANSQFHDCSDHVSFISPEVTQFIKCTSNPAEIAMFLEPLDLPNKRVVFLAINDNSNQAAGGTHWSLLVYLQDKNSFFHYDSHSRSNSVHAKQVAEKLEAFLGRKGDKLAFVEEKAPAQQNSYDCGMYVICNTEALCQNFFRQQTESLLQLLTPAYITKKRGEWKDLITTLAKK
HKDC1 inhibitor – blocks human hexokinase HKDC1 activity. AID 493160. recombinant HKDC1, G6PDH/diaphorase resazurin coupled fluorescence. inhibition, % at 20 µM. 0.16% of 340,000 active. Q2TB90;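 active = inhibition above about 35% when tested at 20 µM, limit read from the data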;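 note: plate controls were DMSO wells with enzyme for no effect and DMSO wells lacking enzyme for full effect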
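Assay system – recombinant HKDC1 (HK5) hexokinase enzyme, produced in-house · Input – HKDC1 at 5 µg/mL · Reagent – glucose plus 1 mM ATP as hexokinase substrates · Timing – 90 min reaction incubation at room temperature, dark · Measured by – G6PDH/diaphorase-coupled fluorescence, 1 mM NADP, 100 µM resazurin, 525/613 nm · Benchmarks – DMSO-enzyme wells negative, buffer-substituted wells positive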
Gli-Sufu block – antagonists of Gli-Sufu signaling; 0.74% of 340,000 active; AID 588413; inhibition, % at 5 µM; Sufu-KO-LIGHT fibroblasts, Gli luciferase reporter luminescence;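 active = inhibition above about 55%, limit read from the data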;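 note: 0% = DMSO-treated cells and 100% = wells with medium but no cells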
SENP7 inh – blocks the human protease SENP7. Q9BQF6. recombinant SENP7, Z-RLRGG-aminoluciferin luminescence, 40 min. inhibition, % at 5 µM. 1.5% of 330,000 active;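 active = inhibition above about 50% at the single test dose, limit read from the data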;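 note: plate controls were DMSO with enzyme for no effect and no enzyme buffer wells for full effect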
Target sequence (Q9BQF6 706-1050 limits assumed): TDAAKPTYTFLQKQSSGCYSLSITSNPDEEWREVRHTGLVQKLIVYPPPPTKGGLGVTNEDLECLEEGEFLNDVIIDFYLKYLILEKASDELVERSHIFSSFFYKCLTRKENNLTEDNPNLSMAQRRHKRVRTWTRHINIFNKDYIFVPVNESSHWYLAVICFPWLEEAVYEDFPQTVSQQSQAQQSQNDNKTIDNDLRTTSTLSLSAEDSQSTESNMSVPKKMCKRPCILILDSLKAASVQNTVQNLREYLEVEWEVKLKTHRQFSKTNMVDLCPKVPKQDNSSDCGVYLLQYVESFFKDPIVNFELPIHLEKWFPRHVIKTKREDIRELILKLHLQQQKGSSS
Jurkat NFkB inh – inhibitors of the PMA/ionomycin-induced NF-kB reporter in Jurkat cells; AID 435003; inhibition, % at 4 µM; 0.53% of 330,000 active; PMA/ionomycin-induced NF-kB luciferase reporter, luminescence
An asterisk follows results filed as active. Cut-off read from the data, not from the text of the source, unless noted: active = inhibition above about 50%; inactive = the rest.

entry | structure | 697 NFkB inh | UBC13 polyUb | Apaf-1 inh | SENP8 block
1 | CCOC(=O)C1CCN(C(=O)C2CCC(=O)N(Cc3cccc(C(F)(F)F)c3)C2)CC1 (configuration not stated) | -17 | 0 | 8 | 3
2 | COc1ccc(/C(N)=N/OC(=O)c2cccc([N+](=O)[O-])c2C)cc1 | -53 | -3 | -20 | -7
3 | CC(=O)N1c2ccc(S(=O)(=O)NC(CC(=O)O)c3ccc(Br)cc3)cc2CC1C (configuration not stated) | 7 | 8 | -6 | 6
4 | Cc1ccc(O)c(C2=Nc3ccccc3N=C(c3ccc([N+](=O)[O-])cc3)C2)c1 | -6 | -11 | 1 | -14
5 | Cc1ccc(CNC(=O)C(=O)NCC2CCCO2)cc1 (configuration not stated) | -3 | -1 | -9 | -2
6 | O=C(N=C1SC2CS(=O)(=O)CC2N1c1ccccc1C(F)(F)F)C1CCCO1 (configuration not stated) | -3 | 2 | -5 | 0
7 | Cc1ccc(NS(=O)(=O)c2cc(OCC(N)=O)c(C)cc2Cl)cc1C | -6 | 0 | 3 | 8
8 | CCc1ccc(Oc2coc3cc(O)ccc3c2=O)cc1 | -31 | 9 | 6 | -16
9 | Cc1c(Cl)c([N+](=O)[O-])nn1CCCC(=O)Nc1ccc(Cl)cc1Cl | 14 | -12 | 15 | -9
10 | C#CCOCCOCCOCCNc1nc(N2CCN(C(=O)[C@H](CO)n3cc([C@@H](N)C(C)C)nn3)CC2)nc(N2CCN(C(=O)[C@H](CCCCN)n3cc([C@@H](N)[C@H](C)CC)nn3)CC2)n1 | 5 | 84* | 32 | 5
11 | O=C(OC1CCOC1=O)c1ccc2ncsc2c1 (configuration not stated) | 13 | 0 | -11 | -1
12 | Cc1nn(-c2ccccc2)c(N2CCCC2)c1/C=N/NC(=O)c1cc(-c2ccccn2)nc2ccccc12 | 33 | -1 | 9 | -9
13 | CCC(C)NS(=O)(=O)c1ccc(OCC(=O)NCc2ccc(OC)cc2)cc1 (configuration not stated) | 5 | -1 | 3 | -1
14 | CCn1c(N2CCN(S(=O)(=O)c3ccc(OC)cc3)CC2)nc2ccccc21 | -12 | 12 | 12 | -1
15 | CN(CC(=O)NCc1ccncc1)S(=O)(=O)c1ccc(Br)cc1 | 13 | 1 | 10 | 0

entry | HKDC1 inhibitor | Gli-Sufu block | SENP7 inh | Jurkat NFkB inh
1 | -8 | 4 | -1 | -16
2 | -5 | -25 | -3 | -46
3 | -4 | -13 | -4 | 3
4 | -3 | 5 | -5 | 11
5 | 0 | 16 | -3 | 3
6 | 2 | -8 | 1 | 2
7 | 2 | 3 | -8 | 2
8 | 0 | -16 | -3 | -14
9 | -19 | -11 | 5 | -8
10 | -11 | -7 | 7 | 15
11 | -1 | 0 | 1 | -6
12 | -5 | 2 | -2 | 15
13 | 5 | -5 | 3 | 9
14 | -2 | 39 | -3 | 33
15 | -5 | 18 | -3 | -8

Compound profiles, from the list above.
Listed for Cc1ccc(CNC(=O)C(=O)NCC2CCCO2)cc1 (configuration not stated) = 697 NFkB inh = -3; UBC13 polyUb = -1; Apaf-1 inh = -9; SENP8 block = -2; HKDC1 inhibitor = 0; Gli-Sufu block = 16; SENP7 inh = -3; Jurkat NFkB inh = 3
Listed for O=C(N=C1SC2CS(=O)(=O)CC2N1c1ccccc1C(F)(F)F)C1CCCO1 (configuration not stated) = 697 NFkB inh = -3; UBC13 polyUb = 2; Apaf-1 inh = -5; SENP8 block = 0; HKDC1 inhibitor = 2; Gli-Sufu block = -8; SENP7 inh = 1; Jurkat NFkB inh = 2

2 compounds drawn at random from those above, as already listed:
entry | structure | 697 NFkB inh | UBC13 polyUb | Apaf-1 inh | SENP8 block
7 | Cc1ccc(NS(=O)(=O)c2cc(OCC(N)=O)c(C)cc2Cl)cc1C | -6 | 0 | 3 | 8
4 | Cc1ccc(O)c(C2=Nc3ccccc3N=C(c3ccc([N+](=O)[O-])cc3)C2)c1 | -6 | -11 | 1 | -14

entry | HKDC1 inhibitor | Gli-Sufu block | SENP7 inh | Jurkat NFkB inh
7 | 2 | 3 | -8 | 2
4 | -3 | 5 | -5 | 11

(more compounds)
entry | structure | 697 NFkB inh | UBC13 polyUb | Apaf-1 inh | SENP8 block
16 | COc1cc(-c2noc(CCCC(=O)NC3CCCCC3)n2)cc(OC)c1OC | 23 | 19 | 2 | 0
17 | COc1ccc(CN(C)C(=O)c2ccc(NC(=O)CC3SC(N4CCCC4)=NC3=O)cc2)c(OC)c1OC (configuration not stated) | 19 | -4 | 7 | 4
18 | CCc1nnc(NC(=O)C(C)N2C(=O)C3C4C=CC(C4)C3C2=O)s1 (configuration not stated) | -8 | -5 | 8 | -3
19 | CC1(C)Cc2ccccc2-c2nnc(SCC(=O)Nc3ccc4c(c3)OCO4)n21 | -23 | -12 | 23 | -9
20 | CCCCS(=O)(=O)N1CCN(S(=O)(=O)c2cccs2)CC1 | 10 | 6 | -5 | 3
21 | C=CCOc1c(Cl)cc(CNc2ccc3[nH]c(=O)[nH]c3c2)cc1OC | -27 | -16 | 12 | -7
22 | c1ccc(-c2nnc(NC3=NCCC3)o2)cc1 | -72 | -1 | -14 | 37
23 | COc1cccc(C2C3=C(N=C4SCC(=O)N42)c2ccccc2CC3)c1OC (configuration not stated) | 12 | -5 | 9 | 4
24 | CCc1nnc(SCC(=O)Nc2ccccc2)n1CC1CCCO1 (configuration not stated) | 23 | 7 | -7 | -2
25 | COc1ccccc1CC(=O)Nc1ccc([N+](=O)[O-])cc1O | 1 | -10 | 4 | 0
26 | Cc1cccc(N2CCN(S(=O)(=O)c3ccc4[nH]c(=O)ccc4c3)CC2)c1C | 0 | 1 | 20 | 1
27 | Cn1c(=O)c2c(SCC(=O)Nc3ccc4c(c3)OCCO4)nc(CC(C)(C)C)nc2n(C)c1=O | 9 | -6 | 22 | -12
28 | O=C(c1ccco1)N1CCN(C(=O)c2ccccc2[N+](=O)[O-])CC1 | 4 | -6 | 4 | -8
29 | COc1ccc(C(=O)OCC(=O)Nc2cccc(C(C)=O)c2)cc1OC | -19 | -2 | 8 | -4
30 | CCN1CCN(c2cc(C)c3cc(NC(=O)c4ccc(Br)o4)ccc3n2)CC1 | -3 | 9 | 12 | -2

entry | HKDC1 inhibitor | Gli-Sufu block | SENP7 inh | Jurkat NFkB inh
16 | -2 | 2 | 4 | 1
17 | 2 | -6 | 5 | 9
18 | -4 | 6 | -9 | -1
19 | 2 | 1 | -5 | 11
20 | -6 | -10 | -1 | -10
21 | 10 | -10 | 10 | 21
22 | 2 | -47 | 43 | -76
23 | 19 | -2 | -3 | -14
24 | -5 | 1 | 2 | 8
25 | 2 | 3 | 8 | -9
26 | -1 | 5 | 0 | 2
27 | 2 | 6 | -3 | 12
28 | 2 | 3 | -5 | 1
29 | -2 | -18 | -8 | -26
30 | 0 | -1 | -2 | -1

Six compounds already listed, ordered by the value under HKDC1 inhibitor, high to low.
no.	molecule	697 NFkB inh	UBC13 polyUb	HKDC1 inhibitor	SENP7 inh	Jurkat NFkB inh
27	Cn1c(=O)c2c(SCC(=O)Nc3ccc4c(c3)OCCO4)nc(CC(C)(C)C)nc2n(C)c1=O	9	-6	2	-3	12
30	CCN1CCN(c2cc(C)c3cc(NC(=O)c4ccc(Br)o4)ccc3n2)CC1	-3	9	0	-2	-1
26	Cc1cccc(N2CCN(S(=O)(=O)c3ccc4[nH]c(=O)ccc4c3)CC2)c1C	0	1	-1	0	2
16	COc1cc(-c2noc(CCCC(=O)NC3CCCCC3)n2)cc(OC)c1OC	23	19	-2	4	1
18	CCc1nnc(NC(=O)C(C)N2C(=O)C3C4C=CC(C4)C3C2=O)s1 (configuration not stated)	-8	-5	-4	-9	-1
24	CCc1nnc(SCC(=O)Nc2ccccc2)n1CC1CCCO1 (configuration not stated)	23	7	-5	2	8

Next part
entry | structure | 697 NFkB inh | UBC13 polyUb | Apaf-1 inh | SENP8 block
31 | COc1ccccc1NC(=O)CSc1nnc2ccc(-c3cccnc3)nn12 | 22 | -6 | 0 | -2
32 | COc1c2ccoc2cc2oc(C)cc(=O)c12 | -8 | 7 | 13 | 1
33 | CCC(C)[C@H](NC(=O)N1CCCC1)C(=O)OC (some centres not stated) | -8 | 4 | -12 | 3
34 | Cc1ccc2c(c1)c1c3n2CCN(C(=O)C2CC2)C3CCC1 (configuration not stated) | -12 | 6 | 23 | -6
35 | CN1C(=O)C2(OCCCO2)c2ccccc21 | 20 | 4 | -5 | -4
36 | CN(Cc1ccccn1)Cc1nc(COc2ccccc2)no1 | 9 | 5 | -6 | 2
37 | Cc1cc(C)nc(NC(=O)CCCC(=O)O)c1 | 7 | -4 | -1 | -8
38 | Nc1nonc1OCCc1ccccc1 | 13 | 3 | -4 | 1
39 | O=C(COC(=O)/C=C/c1ccccc1[N+](=O)[O-])NC1CC1 | 11 | 1 | -16 | 8
40 | NC(=O)CSCc1ccc(Br)cc1 | -12 | -2 | -8 | -5
41 | COc1ccc(/C=C/C(=O)Nc2cc(S(=O)(=O)N3CCOCC3)ccc2OC)cc1 | 7 | 3 | 1 | -4
42 | CCC1(CC)Cc2ccccc2-c2nc(-c3ccccc3)oc(=O)c21 | 0 | 4 | 10 | 3
43 | O=C(CCCC(=O)NC1CCCCC1)Nc1ccc([N+](=O)[O-])cc1 | -1 | -4 | 2 | -4
44 | CCC(C)[C@@H](C(=O)N1CCNCC1)n1cc(CCCN=C(N)N)nn1 (some centres not stated) | -2 | -4 | 3 | -15
45 | Cc1cc(=O)oc(C)c1C(=O)NCC(C)C | 19 | 2 | -29 | 0

entry | HKDC1 inhibitor | Gli-Sufu block | SENP7 inh | Jurkat NFkB inh
31 | -4 | -8 | -3 | -4
32 | -3 | 1 | 7 | -2
33 | -14 | -5 | -7 | -5
34 | 7 | 1 | 3 | -9
35 | -4 | -1 | -7 | 11
36 | 0 | 1 | -5 | -12
37 | -6 | 0 | 0 | -4
38 | -5 | 3 | 6 | -12
39 | -3 | -1 | -21 | 1
40 | -6 | -19 | -8 | -27
41 | -4 | -3 | 4 | 4
42 | -2 | -18 | 5 | 5
43 | -5 | 19 | 10 | -10
44 | 4 | -7 | -11 | 20
45 | -5 | -5 | -2 | 16

Another view of 2 compounds above:
Below each compound: 697 NFkB inh, UBC13 polyUb, Apaf-1 inh, SENP8 block, HKDC1 inhibitor, Gli-Sufu block, SENP7 inh, Jurkat NFkB inh
#31 COc1ccccc1NC(=O)CSc1nnc2ccc(-c3cccnc3)nn12
 : 22, -6, 0, -2, -4, -8, -3, -4
#32 COc1c2ccoc2cc2oc(C)cc(=O)c12
 : -8, 7, 13, 1, -3, 1, 7, -2

More records.
entry | structure | 697 NFkB inh | UBC13 polyUb | Apaf-1 inh | SENP8 block
46 | Cc1ccc(CSCC(=O)N(C)CC(=O)Nc2ccc(C)cc2)cc1 | -47 | -5 | 17 | -7
47 | COc1ccc(-c2cc(C(=O)NCC3CCCO3)c3ccccc3n2)c(OC)c1 (configuration not stated) | 7 | 4 | 6 | 3
48 | COc1ccc(CC(=O)N2CCCc3ccccc32)cc1 | -4 | 3 | 1 | 3
49 | O=C(Nc1cccc(S(=O)(=O)N2CCOCC2)c1)c1ccc(N2CCCC2=O)cc1 | 17 | 10 | -2 | -8
50 | CC(CCc1ccccc1)NC(=O)c1ccc(C(=O)NC(C)CCc2ccccc2)cc1 (configuration not stated) | -54 | -14 | 3 | -9
51 | CCOC(=O)/C(C#N)=C/c1c(N2CCCCCC2)nc2ccccn2c1=O | 6 | 1 | 12 | 5
52 | O=C(NCc1ccc2c(c1)OCO2)C1CCC(CNS(=O)(=O)c2cccc3nsnc23)CC1 (configuration not stated) | 3 | 4 | 5 | 9
53 | C=CCNC(=O)COC(=O)/C=C/c1cccs1 | -8 | -2 | 2 | -1

entry | HKDC1 inhibitor | Gli-Sufu block | SENP7 inh | Jurkat NFkB inh
46 | -7 | -2 | -9 | -50
47 | 3 | -3 | 4 | 7
48 | -6 | -1 | 9 | -19
49 | -3 | -5 | 8 | -16
50 | -3 | 8 | -6 | 49
51 | 2 | 3 | 4 | -17
52 | -3 | 5 | 2 | 3
53 | -8 | 3 | 3 | -4
